GPR7 antag: human neuropeptides B/W receptor 1 antagonism; P48145; GPR7-expressing cells, fluorescence antagonist assay; inhibition, % at 4.4 µM; actives 1.1% (n = 290,000); in the data active = inhibition above about 16%, passing the limit was not always enough;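 also: cells stimulated with the agonist NPW; 0% = agonist with vehicle and 100% = vehicle without agonist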
GalR3 antag: antagonists of human GalR3; O60755; HEK293 GalR3-CNG cAMP membrane potential fluorescence; galR3 body fused to GalR1 C-terminus; inhibition, % at 3 µM; actives 0.44% (n = 360,000); AID 651719;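 active = inhibition above the screen-wide average plus 3 SD, cut at about 13% in these data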;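 also: forskolin and galanin both at EC90 stimulate the cells; cAMP rise reported by CNG channel membrane potential dye signal; 0% = forskolin plus galanin with DMSO and 100% = forskolin alone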
Target sequence (O60755 1-299 limits assumed): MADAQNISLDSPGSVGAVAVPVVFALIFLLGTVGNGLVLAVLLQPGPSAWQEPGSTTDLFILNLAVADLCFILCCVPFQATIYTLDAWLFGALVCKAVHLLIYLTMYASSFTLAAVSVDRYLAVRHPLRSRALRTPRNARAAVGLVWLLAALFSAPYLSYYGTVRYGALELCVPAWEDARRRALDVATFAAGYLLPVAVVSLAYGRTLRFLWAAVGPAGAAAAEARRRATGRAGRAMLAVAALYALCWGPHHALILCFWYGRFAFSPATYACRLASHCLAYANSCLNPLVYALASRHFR
OXTR ag: activates the human oxytocin receptor; P30559; CHO-OTR cells, Fluo-8 calcium fluorescence; normalized: DMSO 0%, oxytocin 100%; activation, % at 3 µM; actives 0.32% (n = 320,000); AID 2435;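 active = activation above the mean of all tested compounds plus 3 SD, cutoff set per screening run, cut at about 20% in these data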;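 also: peak over basal fluorescence ratio from a 100 s FLIPR kinetic read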
Target sequence (P30559 whole entry, looked up): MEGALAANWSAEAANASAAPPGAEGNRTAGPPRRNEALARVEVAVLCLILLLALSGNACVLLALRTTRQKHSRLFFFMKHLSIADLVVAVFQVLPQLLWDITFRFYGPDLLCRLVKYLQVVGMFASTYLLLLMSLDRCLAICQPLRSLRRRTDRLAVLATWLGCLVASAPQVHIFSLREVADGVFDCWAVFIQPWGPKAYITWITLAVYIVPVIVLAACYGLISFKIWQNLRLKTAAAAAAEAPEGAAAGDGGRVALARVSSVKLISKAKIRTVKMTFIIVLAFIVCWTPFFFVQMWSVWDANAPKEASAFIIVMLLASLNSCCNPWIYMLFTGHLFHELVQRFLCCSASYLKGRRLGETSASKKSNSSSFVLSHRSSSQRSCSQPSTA
MEKK3 PB1 HTS: MEKK3-MEK5 PB1 interaction, increase or decrease | Q99759 | bead-based flow cytometry, Alexa488-MEK5 binding to MEKK3; actives lie on both sides; 0 = blocked by unlabeled MEK5, 100 = vehicle | binding response (% of control), % at 10 µM | actives 1.4% (n = 290,000);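 active = binding response more than 3 SD above or below the average of its plate-row segment, actives on both sides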;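 also: Alexa488 bead fluorescence after subtracting the streptavidin-only scavenger bead signal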
NALP1 yeast inh: inhibitors of NALP1 inflammasome in yeast; inhibition, % at 10 µM; S. cerevisiae NALP1/ASC/caspase-1 growth, X-gal OD620, 72 h; actives 0.61% (n = 280,000); in the data active = inhibition mostly above about 24%, no sharp cut-off; inactive = mostly below about 32%; also: some compounds called inactive have numbers as strong as hits
MEKK2mut PB1 HTS: signal of MEK5 binding to mutant human MEKK2 PB1 domain | bead flow cytometry, Alexa488-MEK5 binding to MEKK2 mutant | percent response, % at 10 µM | AID 1530 | actives 0.35% (n = 290,000); in the data active = percent response above about 24%, passing the limit was not always enough; also: inactives centre near 1; some results filed as inactive read as strong as hits; reference of the scale not given here
V1R ag counter: V1a receptor agonism, counter-screen for OXTR agonists; actives 0.25% (n = 320,000); activation, % at 3 µM; CHO-V1R cells, Fluo-8 calcium fluorescence, agonist mode; 0% DMSO, 100% 3 nM vasopressin; P37288; AID 2797;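 active = activation above the mean activation of all tested compounds plus 3 SD, per screening run, cut at about 20% in these data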;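 also: signal is peak over basal fluorescence ratio across a 100 second FLIPR read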
MEKK2 WT-MEK5: raises or lowers MEK5 binding to wildtype human MEKK2 PB1 domain | bead flow cytometry, Alexa488-MEK5 binding to MEKK2 WT; actives lie on both sides | binding response (% of control), % at 10 µM | actives 1.1% (n = 290,000); in the data active = binding response below about 67% or above about 130%
PHOSPHO1 inh: blocks human PHOSPHO1 phosphatase activity | Q8TCT1 | recombinant PHOSPHO1, absorbance phosphatase assay | inhibition, % at 13.3 µM | actives 1.1% (n = 290,000); in the data active = inhibition above about 60%
Target sequence (Q8TCT1 whole entry, looked up): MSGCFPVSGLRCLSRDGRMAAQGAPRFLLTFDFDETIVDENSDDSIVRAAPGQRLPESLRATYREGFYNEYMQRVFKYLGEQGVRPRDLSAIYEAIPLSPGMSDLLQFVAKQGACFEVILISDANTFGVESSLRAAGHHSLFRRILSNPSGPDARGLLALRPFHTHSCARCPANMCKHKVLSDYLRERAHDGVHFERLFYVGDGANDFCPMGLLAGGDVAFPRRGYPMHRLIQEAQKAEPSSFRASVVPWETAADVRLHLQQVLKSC
Numbers without * were called inactive; / = not tested or not shown; & = joins results of further samples.

1) COc1ccccc1/C=N/NC(=O)c1cccc(NC(=O)c2ccccc2C)c1
2) COc1ccc(CCN2C(=O)C(Oc3ccccc3)C2c2ccc3c(c2)OCO3)cc1 (configuration not stated)
3) Cc1cccc2sc(N(CCN(C)C)C(=O)c3ccc4ccccc4c3)nc12
4) CN1C(=O)/C(=C/c2cc(C(C)(C)C)c(O)c(C(C)(C)C)c2)NC1=S
5) Cc1ccc(N(C)C(=O)N2CCN(S(=O)(=O)c3c(C)cc(C)cc3C)CC2)cc1
6) O=C(O)C1CCCCC1C(=O)NCc1ccccc1 (configuration not stated)
7) COc1ccc(N(CC(=O)N/N=C/c2cccnc2)S(=O)(=O)c2ccc(C)cc2)cc1OC
8) COc1cc(/C=C(\C#N)C(=O)NCC2CCCO2)ccc1OCC(N)=O (configuration not stated)
9) CCN(CC)CCOC(=O)c1cccc(OC)c1
10) COc1ccccc1CC(=O)Nc1ccc(S(=O)(=O)N2CCOCC2)cc1
compound no.,1,2,3,4,5,6,7,8,9,10
GPR7 antag,-10,-1,0,-15,-4,4,-7,-2,-2,-4
GalR3 antag,-10,1,2,-1,-4,-3,-2,-2,3,-8
OXTR ag,2.6,-1.9,-0.1,-0.9,-2.3,1.2,/,1.1,0.9,1.3
MEKK3 PB1 HTS,101,150*,100,98,104,98,103,100,92,99
NALP1 yeast inh,0,18,10,-8,13,1,3,-7,10,9
MEKK2mut PB1 HTS,2,1,18,-10,5,3,4,-9,-3,-7
V1R ag counter,7.6,0.1,1.5,0.1,-0.8,0.1,/,0.8,0.1,0.7
MEKK2 WT-MEK5,104,108,117,78,102,99,107,94,93,89
PHOSPHO1 inh,32,8,38,-13,4,4,22,29,-14,26

11) COC(=O)CSc1ccc2nnc(CCNS(=O)(=O)c3ccccc3)n2n1
12) COc1ccc(CNC(=O)CSc2nnc3c(n2)[nH]c2ccccc23)cc1
13) COc1cc(C(=O)Nc2cc(C)c(OCC(=O)N3CCOCC3)c(C)c2)cc(OC)c1OC
14) Cc1ccc(OCC(=O)Nc2ccc(S(=O)(=O)Nc3ccccn3)cc2)cc1C
15) CCOc1ccc(NCc2nnc(SCC(=O)Nc3nc(-c4ccccc4)cs3)n2-c2ccccc2)cc1
16) O=C(c1ccc2c(c1)OCO2)N1CCN(c2ccccn2)CC1
17) NS(=O)(=O)c1ccc(NC(=O)CSC2=NC(=O)C(c3ccccc3)C(=O)N2)cc1 (configuration not stated)
18) O=C(NCc1ccccn1)Nc1ccc(Br)cc1Cl
19) Cc1nnsc1C(=O)NC1CCCc2c1cnn2-c1ccccc1F (configuration not stated)
20) O=C(O)CC(C(=O)NC1CCCCC1)C1CCCO1 (configuration not stated)
compound no.,11,12,13,14,15,16,17,18,19,20
GPR7 antag,-12,-6,-4,-12,-12,0,4,-15,-5,5
GalR3 antag,-5,-8,4,-1,5,-2,-1,-2,3,-5
OXTR ag,0.1,0.5,-0.7,7.5,0.0,-0.1,-0.5,-0.8,13,-0.4
MEKK3 PB1 HTS,100,96,106,103,98,108,99,99,100,104
NALP1 yeast inh,-2,8,-1,1,22,10,-6,15,12,0
MEKK2mut PB1 HTS,-2,-6,10,0,-1,1,2,3,2,1
V1R ag counter,0.1,1.9,-0.7,6.5,-0.4,0.3,0.9,-1.2,11,0.7
MEKK2 WT-MEK5,97,98,111,97,95,104,100,104,103,101
PHOSPHO1 inh,-1,51,20,36,-41,-9,-4,37,-7,10

21) CCc1cccc(NC(=O)CNC(=O)N2CC(=O)Nc3ccccc32)c1
22) Cc1ccc(-c2n[nH]c(=O)c3ccccc23)cc1S(=O)(=O)Nc1ccccc1
23) O=C(CCS(=O)(=O)c1ccccc1)NC1CCCCC1
24) CCN(CC)c1ccc(/C=N/N2CCN(Cc3ccccc3)CC2)c(O)c1
25) Oc1ccc(O)cc1
26) COc1cc(-c2[nH]ncc2CN2CCc3sccc3C2)cc(OC)c1OC
27) COc1ccc(CN(CC2CCCO2)C(=O)CN2C(=O)C(C)Oc3ccc(C)cc32)cc1OC (configuration not stated)
28) COCCn1nnnc1CN1CCN(C(=O)c2ccco2)CC1
29) Cc1ccc(S(=O)(=O)N2CCCCC2)cc1NC(=O)CSCC(=O)O
30) O=C(NCCC1=CCCCC1)C(=O)NCC(c1ccco1)N1CCN(c2ccccc2)CC1 (configuration not stated)
compound no.,21,22,23,24,25,26,27,28,29,30
GPR7 antag,-6,-16,-14,-3,/,3,-9,-4,4,1
GalR3 antag,-4,0,-2,-2,/,-7,-2,-9,-6,-9
OXTR ag,0.7,1.0,0.1,-1.6,1.4,1.3,-0.9,-0.1,1.0,-1.0
MEKK3 PB1 HTS,102,106,101,97,103,97,95,99,89,96
NALP1 yeast inh,20,23,-6,31,/,12,10,3,4,14
MEKK2mut PB1 HTS,0,7,4,-1,4,-11,-1,4,-9,-2
V1R ag counter,0.9,3.3,0.8,0.1,0.5,0.8,1.4,0.7,0.0,0.2
MEKK2 WT-MEK5,103,102,105,104,108,90,97,100,96,96
PHOSPHO1 inh,27,6,32,-12,/,15,14,18,16,-4

A few values from the list.
Oc1ccc(O)cc1 in V1R ag counter is entered as 0.5
COCCn1nnnc1CN1CCN(C(=O)c2ccco2)CC1 in MEKK3 PB1 HTS is entered as 99

The listing continues.
31) NS(=O)(=O)c1cccc(NC(=O)c2cccc(-c3ccc(O)cc3)c2)c1
32) CC1=NN(c2ccc(C)cc2)C(=O)/C1=C\c1ccc(Br)s1
33) CN(C)/C=C/C(=C\C(=O)C(F)(F)F)Nc1ccc(C(F)(F)F)cc1
34) CCCN[C@H]1CCc2nc(N)sc2C1
35) COc1ccccc1CNC(=O)c1ccc2nc(N3CCOCC3)sc2c1
36) O=C(O)CCC(=O)NC(c1ccccc1)c1ccccc1
37) O=C(NC1CCN(S(=O)(=O)c2cccc(F)c2)CC1)c1ccc(F)cc1
38) CCOC(=O)N1CCC(=NNC(=O)c2cc3ccccc3cc2O)CC1
39) O=C(Cn1nc(-c2ccco2)ccc1=O)Nc1cc(C(F)(F)F)ccc1Cl
40) CC(C)(C)c1ccc(S(=O)(=O)NCCOCC(F)(F)C(F)F)cc1
compound no.,31,32,33,34,35,36,37,38,39,40
GPR7 antag,4,-3,0,/,-1,-8,2,-12,16,8
GalR3 antag,-9,7,-9,-3,2,-3,-11,0,0,-6
OXTR ag,1.0,0.5,-0.2,0.7&-0.7,0.8,0.5,/,-1.1,7.6,0.1
MEKK3 PB1 HTS,98,99,101,108&108,102,95,101,100,104,86
NALP1 yeast inh,20,18,5,/,-7,14,7,19,26,16
MEKK2mut PB1 HTS,-4,-1,-5,7&0,7,-2,0,1,4,-10
V1R ag counter,-0.5,0.3,-0.1,0.5&0.5,1.2,-0.3,/,-0.1,13,1.1
MEKK2 WT-MEK5,95,102,102,114&107,104,98,103,100,103,80
PHOSPHO1 inh,10,5,43,/,5,19,30,11,13,22

Full records as entered above. Order of values: GPR7 antag	GalR3 antag	OXTR ag	MEKK3 PB1 HTS	NALP1 yeast inh	MEKK2mut PB1 HTS	V1R ag counter	MEKK2 WT-MEK5	PHOSPHO1 inh
O=C(NC1CCN(S(=O)(=O)c2cccc(F)c2)CC1)c1ccc(F)cc1 as listed: 2	-11	/	101	7	0	/	103	30
NS(=O)(=O)c1cccc(NC(=O)c2cccc(-c3ccc(O)cc3)c2)c1 as listed: 4	-9	1.0	98	20	-4	-0.5	95	10
COc1ccccc1CNC(=O)c1ccc2nc(N3CCOCC3)sc2c1 as listed: -1	2	0.8	102	-7	7	1.2	104	5
CCCN[C@H]1CCc2nc(N)sc2C1 as listed: /	-3	0.7&-0.7	108&108	/	7&0	0.5&0.5	114&107	/

Next section
41) CCOc1ccc(S(=O)(=O)n2ccc(C)n2)c2ccccc12
42) CC(=O)N(C(C)=O)c1c(C#N)c(C)n(-c2ccccc2)c1C(=O)c1ccccc1
43) C=CCc1cc(Cl)ccc1OCCn1ccnc1
44) C=CC[n+]1c(-c2ccc(OCC)cc2)csc1NNC(=O)Nc1ccccc1
45) CCOC(=O)c1ccc(N2C(=O)c3n[nH]c(C)c3C2c2ccc(OC)cc2OC)cc1 (configuration not stated)
46) O/N=C1/CCCCc2sccc21
47) Cn1cc(CCNC(=O)CC2C(=O)NCCN2Cc2cccc(Oc3ccccc3)c2)cn1 (configuration not stated)
48) CN(C)S(=O)(=O)c1ccc(C(=O)OCC(=O)c2ccc(OC(F)F)cc2OC(F)F)cc1
49) Cc1ccc(SCCCn2cncn2)cc1
50) CC(=O)c1cccc(NC(=O)c2ccc(S(=O)(=O)N3CCCCC3)cc2)c1
compound no.,41,42,43,44,45,46,47,48,49,50
GPR7 antag,7,-22,-14,-4,-17,5,3,18*,-13,-8
GalR3 antag,-6,0,-7,-4,-4,-2,-4,-6,-6,4
OXTR ag,-2.2,-0.6,0.8,1.4,-0.3,2.0,-0.6,3.4,-0.7,3.4
MEKK3 PB1 HTS,92,102,108,103,115,105,100,105,100,101
NALP1 yeast inh,28,19,-26,13,-8,-5,0,-4,9,19
MEKK2mut PB1 HTS,-7,5,17,5,6,-1,12,-5,4,0
V1R ag counter,-0.1,-0.4,0.2,0.2,-1.4,1.6,-0.9,3.0,-0.6,2.6
MEKK2 WT-MEK5,91,100,109,102,86,102,117,104,108,103
PHOSPHO1 inh,14,10,35,61*,-5,-5,40,-9,7,-28

51) N#Cc1c(N)nc2c(c1N)CC(CO)O2 (configuration not stated)
52) Cc1c(C(=O)NC2CCN(Cc3ccccc3)C2)oc2ccc(Br)cc12 (configuration not stated)
53) CCc1nc(N)nc(N)c1-c1ccc(Cl)cc1
54) Cc1nc2sccn2c(=O)c1S(=O)(=O)Nc1ccc(N2CCN(C)CC2)cc1
compound no.,51,52,53,54
GPR7 antag,-12,-7,-6,2
GalR3 antag,-3,-9,-4,/
OXTR ag,0.1,0.9,2.4,-0.2
MEKK3 PB1 HTS,/,105,107,100
NALP1 yeast inh,17,24,28,11
MEKK2mut PB1 HTS,/,17,4,3
V1R ag counter,0.9,0.3,3.6,0.3
MEKK2 WT-MEK5,/,125,109,104
PHOSPHO1 inh,1,26,13,2

Assay outcomes: PubChem BioAssay, several laboratories
